# EP2 antag: EP2 receptor (human) inhibition. 260,000 tested, 0.52% active. inhibition, % at 25 µM. C6 glioma cells expressing human EP2, cAMP TR-FRET; cells stimulated with saturating PGE2. P43116. AID 1422;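 active = percent inhibition above 40 after rounding to a whole number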;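 also: rat C6 glioma host cells with rolipram phosphodiesterase inhibitor present; the protocol text gives 20 µM as final concentration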
# zVAD death inh: blocks zVAD induced death of L929 cells. 220,000 tested, 0.38% active. L929 zVAD necroptosis rescue, ATP luminescence, 24 h; with zVAD 60 µM. viability rescue, % at 10 µM;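 active = activation, scaled between plate controls, above about 75%, limit read from the data; inactive = activation under that limit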;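 also: 0% = zVAD with DMSO and 100% = DMSO alone without zVAD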
# PERK inhibitor: inhibitors of human PERK kinase; Q9NZJ5; CHO PERK-DD fusion, SEAP luminescence translation reporter; inhibition, % at 5.6 µM; 220,000 tested, 0.17% active; AID 1416;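 active = inhibition above the mean inhibition of all tested compounds plus 3 SD, set separately per screening campaign, cut at about 2.9% in these data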;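 also: PERK kinase domain activated by AP20187 dimerizer at 100 nM; 0% = DMSO with dimerizer and 100% = rapamycin at 8.4 µM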
# TNF necrop inh: blocks TNF-alpha induced death of Jurkat FADD-/- cells. Jurkat FADD-/- TNF necroptosis rescue, ATP luminescence, 24 h; 0 = TNF only, 100 = no-TNF cells. activation (protection from cell death), % at 10 µM. 220,000 tested, 0.068% active;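 active = activation, meaning protection from cell death, of at least 50% relative to plate controls; inactive = activation below 50%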;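 also: necroptosis triggered by 40 ng/mL TNF-alpha added together with compound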
# EP2 mod: EP2 receptor (human) modulation; EP2-expressing cells, cAMP HTRF FRET, PGE2 co-stimulation; induction, % at 25 µM; 260,000 tested, 0.83% active;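 active = compounds whose cAMP rise, as percent of the full-agonist control response, exceeds 60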;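 also: rat C6 glioma line stably carrying human EP2 under a CMV promoter; the protocol text gives 20 µM as final concentration; 100% = response of wells given 1 µM PGE2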
# Runt-CBFb FRET: blocks binding of human RUNX1 Runt domain to CBFb; Cerulean-Runt/Venus-CBFb FRET ratio 530/480, 1 h; inhibition, % at 20 µM; 220,000 tested, 0.46% active; Q01196+Q13951;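 active = inhibition over about 50% at 20 µM in the single-dose screen, limit read from the data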;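 also: 0% = DMSO wells and 100% = excess unlabeled CBFb competitor control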
# Target sequence (Q01196 whole entry, looked up, the tested form may be a part): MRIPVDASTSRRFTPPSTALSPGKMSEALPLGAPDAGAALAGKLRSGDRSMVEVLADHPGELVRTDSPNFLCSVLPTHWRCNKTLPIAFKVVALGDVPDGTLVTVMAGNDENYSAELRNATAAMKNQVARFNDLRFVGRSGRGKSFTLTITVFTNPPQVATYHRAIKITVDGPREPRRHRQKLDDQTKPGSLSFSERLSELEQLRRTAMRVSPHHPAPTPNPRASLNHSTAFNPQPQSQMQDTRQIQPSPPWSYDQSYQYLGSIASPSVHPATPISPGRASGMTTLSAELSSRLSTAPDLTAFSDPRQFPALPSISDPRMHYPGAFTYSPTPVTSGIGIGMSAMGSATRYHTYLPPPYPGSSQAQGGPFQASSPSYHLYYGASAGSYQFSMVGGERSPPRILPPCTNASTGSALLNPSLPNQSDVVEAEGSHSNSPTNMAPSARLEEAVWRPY
# Target sequence (Q13951 whole entry, looked up, the tested form may be a part): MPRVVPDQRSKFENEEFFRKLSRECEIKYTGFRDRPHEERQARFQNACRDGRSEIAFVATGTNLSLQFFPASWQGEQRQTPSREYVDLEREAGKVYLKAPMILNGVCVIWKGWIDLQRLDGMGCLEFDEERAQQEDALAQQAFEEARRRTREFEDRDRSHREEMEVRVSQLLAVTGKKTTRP
#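 Schedule: protein complex preformed 1 h, compound exposure 1 h, room temperature, dark; test system: Cerulean-labeled Runt domain protein; amount: 100 nM per protein; buffer or medium: Tris 50 mM pH 7.5, KCl, K2SO4, 0.01% BSA; read-out: loss of energy transfer signal; detection: FRET fluorescence; controls: 5 µM unlabeled CBFb as full-inhibition high control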
# Hck-Nef inh: human Hck-Nef kinase inhibition; P08631; Recombinant Hck-YEEI plus Nef, Z-Lyte FRET kinase assay; inhibition, % at 20 µM; 220,000 tested, 0.68% active; AID 463187;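 active = Hck-Nef kinase inhibition above about 50%, limit read from the data; inactive = inhibition below that limit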;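 also: 0% = DMSO with Hck plus Nef and 100% = Hck alone without Nef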
# RBBP9 inhibitor: inhibitors of human serine hydrolase RBBP9 | inhibition, % at 7.94 µM | O75884 | recombinant RBBP9, FP-Rh probe fluorescence polarization | AID 1515 | 220,000 tested, 0.2% active;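 active = inhibition above the campaign mean of all tested compounds plus 3 SD, cut at about 14% in these data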;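 also: plate controls were DMSO wells with RBBP9 for no effect and wells lacking RBBP9 protein for full effect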
# Target sequence (O75884 whole entry, looked up): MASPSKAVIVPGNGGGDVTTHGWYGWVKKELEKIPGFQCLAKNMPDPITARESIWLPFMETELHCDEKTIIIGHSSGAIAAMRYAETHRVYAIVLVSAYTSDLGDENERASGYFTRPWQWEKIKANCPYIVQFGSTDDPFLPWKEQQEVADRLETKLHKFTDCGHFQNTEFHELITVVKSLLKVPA
#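 Material: RBBP9 protein. Amount: RBBP9 at 2.5 µM in dispensed solution, before mixing. Schedule: 30 min then 45 min, 25 °C. Medium: Tris buffer pH 8.0, NaCl, Pluronic. Measured by: fluorescence polarization. Measure: percent inhibition from mP, scaled between DMSO and no-protein wells. Replication: one well per compound.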
# Runt-SMMHC FRET: blocks binding of human RUNX1 Runt domain to CBFb-SMMHC; 220,000 tested, 0.74% active; inhibition, % at 20 µM; Q01196+Q13951; Cerulean-Runt/Venus-CBFb-SMMHC FRET ratio 530/480, 1 h;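 active = mean inhibition across duplicate retests at 20 µM reaching about 50%, limit read from the data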;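 also: 0% = DMSO wells and 100% = wells with excess untagged CBFb-SMMHC; inhibitors lower the FRET ratio by blocking Runt binding to CBFb-SMMHC; some results filed as inactive read as strong as hits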
# * marks the source's active call; other numbers are inactive results; nt = not tested or not shown; & = joins results of further samples.
Structure	EP2 antag	zVAD death inh	PERK inhibitor	TNF necrop inh	EP2 mod	Runt-CBFb FRET	Hck-Nef inh	RBBP9 inhibitor	Runt-SMMHC FRET
Cc1oc(-c2ccc(Cl)cc2)nc1CN1CCCC(C(=O)NCc2ccco2)C1 (stereo unspecified)	0	3.1	-0.7	-1.4	-14	-4	2	3	-1
C[C@@H](C(=O)NCc1ccccc1)N1C(=O)C2CC=CCC2C1=O (stereo partly specified)	9	0.1	-0.8	0.8	21	3	-1	-5	-7
O=C(O)CCCCCCC1C(=O)NC(=O)N1CCC(O)C1CCCCC1 (stereo unspecified)	9	73	0.8	-9.5	106*	-1	-1	-5	2
CCN(CC)C(=O)C12CC3CC(CC(Cl)(C3)C1)C2	12	2.0	0.9	0.4	12	1	6	-10	2
CC(CCc1ccccc1)NC(=O)c1ccc(NC(=O)c2ccccc2)cc1 (stereo unspecified)	10	1.9	-0.3	2.3	4	3	-1	-11	3
COc1ccc(OC)c(NC(=O)CSCc2cnn(-c3ccccc3)c2-n2cccc2)c1	10	-0.4	-1.3	-0.5	54	-4	3	2	1
COc1ccc(C(=O)N[C@H](C(=O)Nc2ccc(OC)nc2)C(C)C)cc1	15	0.3	-1.6	5.2	5	-1	-1	4	-1
O=[N+]([O-])c1ccccc1Oc1ccc(Cl)c2cccnc12	2	0.6	-0.1	-3.5	8	0	16	-7	-2
O=C(NCc1ccc2c(c1)OCO2)C1(S(=O)(=O)c2ccccc2)CC1	11	-0.4	0.5	0.4	32	0	7	-4	3
O=C(c1ccc2nc(N3CCOCC3)sc2c1)N1CCC(Cc2ccccc2)CC1	11	3.5	-0.5	1.2	5	-3	2	-7	-1
Cc1ccc(-n2c(C)cc(/C=N/NC(=O)CC3(C)OCCO3)c2C)cc1	14	-0.4	-0.4	-1.6	17	-1	11	-8	3
Cc1cc(Oc2nnnn2-c2ccccc2)ccc1Cl	5	-0.6	1.2	-0.4	19	2	1	7	-1
CC(C)SCc1cc(N2CCCC2)nc(-c2ccccc2)n1	6	3.8	0.2	-0.3	55	0	29	-11	-1
CC(=O)Nc1cccc(-c2csc(Nc3cccc(C)n3)n2)c1	-6	0.5	-1.3	-8.6	-21	-2	-1	-6	-7
O=c1c2c([nH]n1-c1ccccc1)CCCC2	6	-0.1	0.1	0.3	40	1	7	-1	4
CNCCCNCc1ccc(SC)cc1	8	0.0	0.9	-1.5	5	-2	2	-6	1
COc1ccc(CCNc2ncnc3sccc23)cc1OC	3	2.0	-1.0	-7.3	-69	1	22	-1	4
COCCCNC(=O)CSc1nc2ccccc2c(=O)n1Cc1ccc2c(c1)OCO2	7	1.5	-0.3	1.6	-32	-1	17	-9	-2
Cc1cc(C)cc(NC(=O)Cn2ncn3c(cc4ccccc43)c2=O)c1	8	-0.6	-0.2	-1.2	-18	3	-1	-10	-6
CN(C)c1ccc(/C=N/NC(=S)NCc2ccco2)cc1	4	0.2	0.1	1.3	-26	21	3	-6	32
Cc1[nH]c2ccccc2c1SCc1n[nH]c(=S)n1C	6	1.0	0.2	-0.3	53	8	5	-7	0
Cc1noc(C)c1C(=O)OCC(=O)N(C)C1CCS(=O)(=O)C1 (stereo unspecified)	9	1.7	-0.2	0.9	37	2	20	-2	3
CCCCc1nnc(NC(=O)CN2C(=O)c3ccccc3C2=O)s1	5	1.0	0.8	-1.2	17	3	2	-10	-2
OCC1(Cc2ccccc2)CCCN(Cc2ccc3c(c2)OCCO3)C1 (stereo unspecified)	11	-0.3	0.5	2.7	-20	1	4	5	0
Cc1cc(S(=O)(=O)N2CCC(N3CCCCC3)CC2)ccc1-n1cnnn1	8	nt	-0.3	1.4	-33	-3	0	-9	2
CC1(C)SC2[C@H](NC(=O)C(NC(=O)N3CCNC3=O)c3ccccc3)C(=O)N2C1C(=O)O (stereo partly specified)	nt	1.6	0.7	0.6	5	0	-4	0	4
CC1CCCC(C)N1S(=O)(=O)c1ccc(S(=O)(=O)NCCc2ccncc2)cc1 (stereo unspecified)	2	-0.1	-0.3	1.2	-15	-1	3	-8	3
Cc1cc(C)c2cc(C(=O)Nc3ccccc3)[nH]c2c1	20	3.8	0.8	-0.5	-39	4	11	-7	-5
CN(C)c1ccc(NC(=O)c2cnsn2)cc1	5	9.4	0.3	-1.0	-5	23	23	-1	10
CCN(C=NC1=NN(c2cccc(C(F)(F)F)c2)CC1)CC	13	0.7	-0.6	4.3	-57	0	2	-4	1

# (listing goes on)
Structure	EP2 antag	zVAD death inh	PERK inhibitor	TNF necrop inh	EP2 mod	Runt-CBFb FRET	Hck-Nef inh	RBBP9 inhibitor	Runt-SMMHC FRET
Cc1ccccc1OCCCCn1c(CO)nc2ccccc21	11&14	2.6	-1.0	0.5	-133&-71	-3	16	-3	-2
O=C(O)c1ccc(NC(=O)c2cn(-c3ccccc3)nc2-c2ccc(Cl)cc2)cc1	8	-0.3	0.1	-1.1	53	-3	17	-19	0
CC1C/C(=N\NC(=O)c2ccc(NS(=O)(=O)c3ccc(Br)cc3)cc2)CC(C)(C)C1 (stereo unspecified)	14	1.3	0.1	0.4	34	2	-26	-6	4
CSc1nnc(C)c(/C=C/Nc2ccc(C)cc2)n1	13	0.3	-0.4	-5.4	16	-1	0	-4	-22
CCOC(=O)c1sc(NS(=O)(=O)c2ccc(NC(C)=O)cc2)nc1C	6	0.1	1.1	-0.9	23	2	6	-1	-2
Cc1ccc(C(=O)NC2CCCCCC2)o1	5	0.0	1.3	-0.6	-2	2	0	-3	0
Cc1cccc(N2CCN(C(=O)C(Cc3ccccc3)n3cccc3)CC2)c1C (stereo unspecified)	9	20	0.0	-0.5	23	2	15	-2	4
O=C(NC1CCCCCC1)c1cccnc1Sc1ccc(Cl)cc1	4	22	-0.4	0.8	-27	-3	2	-12	-6
C(=N\C(/N=C/c1ccco1)c1ccco1)/c1ccco1	9	1.0	0.4	1.0	15	42	7	-2	1
CCN1C(=O)C(O)(CC(=O)C(C)(C)C)c2cc(Br)ccc21 (stereo unspecified)	3	-0.4	0.7	0.4	-3	-2	12	-6	2
COCCNC(=O)CCc1nnc(C2(c3ccc(Cl)cc3)CCC2)o1	8	0.9	0.5	-1.5	1	3	17	-5	-2
O=C(/C=C/c1ccc(Cl)cc1)NCCSc1ccccc1	nt	0.5	1.4	-2.2	-53	4	1	-5	-4
CC(OC(=O)C1CCCO1)C(=O)NC1CCCC1 (stereo unspecified)	7	0.0	0.8	-2.4	6	0	-2	-4	-3
Cc1cccc(OCC(=O)Nc2ccc3c(c2)OCCO3)c1	7	-0.4	1.2	0.8	-19	-1	14	-4	-2
COc1cccc2c1OC1(C)CC2NC(=O)N1 (stereo unspecified)	4	0.8	0.7	0.3	5	2	4	-3	3
COCCn1c(=S)[nH]c2ncccc2c1=O	2	-0.2	0.5	-1.6	-4	-1	1	-1	0
CC(C)CNC(=S)NC1CCCC1	3	0.1	0.6	1.3	-8	0	4	-5	-4
COC(=O)C1=C(C)N(CC2CCCO2)C(=O)/C1=C\c1ccc(O)cc1 (stereo unspecified)	15	-0.1	0.6	0.0	-8	10	1	6	-4
CC(C)CNS(=O)(=O)c1ccc(OCC(=O)Nc2ccc3c(c2)OCCO3)cc1	8	nt	1.4	0.1	7	-3	4	-3	2
FC(F)(F)c1cccc(-n2c(Cn3nnc4ccccc43)n[nH]c2=S)c1	4	1.1	1.8	2.5	21	13	2	-2	-1
CCN(CC)c1ccc(N=Cc2cc(Br)ccc2O)cc1	8	0.3	1.0	-4.5	14	-7	20	6	-36
Cc1ccccc1NC(=O)CSC(N)=O	14	0.2	3.1*	-0.6	-2	4	0	8	4
O=C(c1c(Cl)nc2sccn12)N(C(=O)c1c(Cl)nc2sccn12)c1ccc(Cl)cn1	7	-0.3	-2.0	0.9	3	4	8	-12	-3
COc1ccc(/C=N/NS(=O)(=O)c2ccc(NC(C)=O)cc2)cc1	10	0.1	0.5	0.8	10	1	18	-6	-1
CCN=C1NN=C(c2cc(C)n(CCc3ccccc3)c2C)CS1	-2	3.6	0.3	-0.1	2	3	36	-5	-2
NC(=O)C1CCC(NC(=O)OCc2ccccc2)CC1 (stereo unspecified)	11	0.2	0.8	-2.0	24	-1	-1	-6	-58
CCCC(=O)NC(Nc1ccc(S(=O)(=O)Nc2cc(C)on2)cc1)(C(F)(F)F)C(F)(F)F	5	-1.0	0.6	-0.8	28	nt	7	-3	nt
O=C(O)c1ccc(-c2nc(-c3ccc(Cl)c(Cl)c3)cs2)cc1	10	10	0.3	-0.3	17	-13	28	0	-9
CCOC(=O)/C(=C/c1ccc(F)cc1)NC(C)=O	6	0.9	0.2	1.4	-10	-3	2	-7	2
COCC(=O)N(C)C1(c2nnnn2CCOC(=O)Nc2ccc(Cl)cc2)CCCC1	nt	0.1	1.3	-1.4	10	1	3	3	1

# New compounds follow
Structure	EP2 antag	zVAD death inh	PERK inhibitor	TNF necrop inh	EP2 mod	Runt-CBFb FRET	Hck-Nef inh	RBBP9 inhibitor	Runt-SMMHC FRET
Cc1cc(N/C=C(\C#N)S(=O)(=O)c2ccccc2Cl)nc(C)n1	6	1.1	1.4	-1.3	2	-2	18	-5	0
COc1ccc(OC)c(/C=N/N(C)c2ccccc2)c1	1	0.4	-0.4	-1.7	-12	2	-15	-11	2
O=C1NC(C(=O)O)=CC(c2ccc([N+](=O)[O-])cc2)N1 (stereo unspecified)	9	0.3	1.4	2.8	1	38	-26	2	14
O=C(N/N=C/c1cc(Cl)cc([N+](=O)[O-])c1O)NC12CC3CC(CC(C3)C1)C2	37	0.8	1.9	-2.5	-77	-10	21	-1	-40
COc1ccc(NS(=O)(=O)c2ccc(OC)c(N(C)S(=O)(=O)c3ccc(Cl)cc3)c2)cc1	20	-0.1	-1.9	-18	-1	2	-2	-13	-7
CCCCC(C(=O)O)C(C)CC(=O)Nc1nccs1 (stereo unspecified)	9	0.5	1.5	0.8	-8	-1	13	-9	-2
O=C(OCc1cc2ccccc2[nH]c1=O)c1ccccn1	10	1.5	0.3	-0.8	-2	-2	1	4	4
CCN1CCN(C(=O)Nc2ccc(Cc3ccc(NC(=O)N4CCN(CC)CC4)cc3)cc2)CC1	7	7.8	0.3	-4.5	-2	-1	5	-4	-1
COC(=O)c1ccc(C)c(NC(=O)CCc2ccc(OC)cc2)c1	6	0.3	0.3	2.0	14	0	7	2	-2
COCCNC(=O)c1cc2sccc2n1C	13&10	2.0	0.8	0.9	-19&-6	-1	20	-1	-1

# Some of the compounds tested. The share of hits here may be higher or lower than overall.
